# Source: PubChem BioAssay
# JMJD2C inh = human JMJD2C demethylase inhibition. GST-JMJD2C(1-420) H3K9me3 demethylation, DELFIA europium. inhibition, % at 2.35 µM. 330,000 compounds, 0.069% hits. AID 2099;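 active = more than half of a compound's replicate wells show inhibition beyond 50%, single wells judged on their own value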;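 also: signal counts dimethyl H3K9 product captured on neutravidin plate; 0% = median of DMSO wells and 100% = 0.3 times that DMSO median; strong numbers were not always called active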
# Target sequence (Q9H3R0 1-420 limits assumed): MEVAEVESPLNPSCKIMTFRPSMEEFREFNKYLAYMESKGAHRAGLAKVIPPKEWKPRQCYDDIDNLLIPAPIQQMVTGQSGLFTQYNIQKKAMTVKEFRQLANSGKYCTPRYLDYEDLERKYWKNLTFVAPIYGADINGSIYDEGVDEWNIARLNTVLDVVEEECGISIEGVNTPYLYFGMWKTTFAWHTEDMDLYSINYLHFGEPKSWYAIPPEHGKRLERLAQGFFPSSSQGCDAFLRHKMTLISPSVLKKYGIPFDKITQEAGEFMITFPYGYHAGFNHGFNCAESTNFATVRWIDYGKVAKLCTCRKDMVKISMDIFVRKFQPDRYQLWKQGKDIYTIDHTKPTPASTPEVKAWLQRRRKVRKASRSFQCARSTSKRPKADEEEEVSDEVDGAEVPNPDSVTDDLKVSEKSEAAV
# Yeast superoxide = lowers age-related superoxide in aged yeast cells | S. cerevisiae aged cells, superoxide DHE fluorescence; hits give low values | superoxide response (% of plate mean), % at 10 µM | 330,000 compounds, 0.18% hits | AID 2690;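 active = superoxide response under a set limit, about three screen SD below normal, cut at about 65% in these data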;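 also: yeast aged for seven days with compound at 30 °C before DHE staining; 100% = average MFI of all compound-treated wells on the plate with controls excluded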
# * = called active by the depositor; & = joins results of further samples.
SMILES,JMJD2C inh,Yeast superoxide
CN(C)S(=O)(=O)c1ccc(C(=O)NC(=O)CSc2nnnn2C)cc1,-0.7,108.5
CC[C@@]1(C(=O)OC)N[C@H](CN(C)C(=O)NC(C)C)[C@@H]2C(=O)N(C)C(=O)[C@@H]21,-19.3,81.2
C[C@H](CO)N1C[C@H](C)[C@@H](CN(C)S(C)(=O)=O)Oc2c(NC(=O)Cc3ccccc3)cccc2C1=O,18.4,109.0
Cc1nc(SCC(=O)NCCN2C(=O)CSC2=O)nc(C)c1C,-8.0,98.3
Cc1cc(C)c(OCCCn2ccnc2)c(C)c1,-8.5,100.1
CCNS(=O)(=O)c1ccc(CCC(=O)N2CCC(C)CC2)cc1,-12.3,106.4
CCN1C(=O)C(=O)c2cc(C)ccc21,7.4,100.7
CN(C(=O)COC(=O)c1ccc(Cl)c(S(=O)(=O)N2CCCCCC2)c1)C1CCS(=O)(=O)C1 (stereo not given),1.1,87.4
COc1cc(OC)cc(-c2c(-c3cccs3)c3cc(-c4cc(OC)c(OC)c(OC)c4)ccc3n2C)c1,-1.1,89.3
COCCC(=O)N1CCC(Oc2ccc(C(=O)NC(C)CCn3cccn3)cc2)CC1 (stereo not given),8.8,94.7
COc1ccc(OC)c(NC(=O)COC(=O)C2CCCCC2)c1,2.7,102.2
C[C@]12C(=O)N(c3ccc(F)cc3)C(=O)N1[C@H]1c3ccccc3OC[C@@H]1[C@H]2c1ccccc1,-4.7,117.5
Cc1ccc(NC(=O)CN(C)C(=O)c2ccc(NS(=O)(=O)c3cccc([N+](=O)[O-])c3)cc2)cc1,0.5,101.9
Cc1ccc(NC(=O)CN(C)C(=O)Cn2nnc(-c3ccccc3C)n2)cc1,4.0,80.7
Cc1cc(=O)[nH]c(SCC(=O)N2CCN(C(=O)c3ccco3)CC2)n1,-5.7,119.5
C[C@@H]1CN([C@@H](C)CO)C(=O)c2cc(NC(=O)CCN3CCOCC3)ccc2O[C@@H]1CN(C)C(=O)Nc1ccccc1,38.4,98.8
O=C(NCC(=O)N1CCN(C/C=C/c2ccccc2)CC1)c1ccc(Br)cc1,4.5,106.1
Cc1cccc(NC(=O)N2CCCc3ccccc32)c1C,-1.9,99.0
N#Cc1ccccc1NC(=O)COc1ccccc1C(=O)Nc1ccccc1,-5.3,104.7
Cc1cccc(C(=O)N[C@H](C(=O)Nc2ccc3c(c2)OCO3)C(C)C)c1,1.9,82.2
COc1ccc(N(C)S(=O)(=O)c2cccc(C(=O)OCC(=O)N3CC(C)CC(C)C3)c2)cc1 (stereo not given),-0.6,92.5
CCCC(=O)Nc1ccc(S(=O)(=O)Nc2cc(OC)nc(OC)n2)cc1,-2.9,103.0
CC(=O)c1cccc(NC(=O)COC(=O)CCNS(=O)(=O)c2ccccc2)c1,-7.9,110.0
CC(C)(C)OC(=O)C[C@@H]1C/C=C\C[C@@H](CC(=O)N(CCO)Cc2ccccc2)C(=O)NC[C@H](c2ccccc2)OC1=O,5.6,110.0
Cc1ccc(NC(=O)NCc2ccccn2)c(C)c1,0.3,122.1
O=C(CSc1nnnn1-c1ccc(Cl)cc1)N1CCNC1=O,0.0,107.7
CC(C)(C)OC(=O)NCc1ccc(NC(=O)c2nc[nH]c2C(=O)NCCCCCCNC(=O)c2[nH]cnc2C(=O)Nc2ccc(CNC(=O)OC(C)(C)C)cc2)cc1,-3.7,109.6
Cc1ccc(-n2c(-c3ccc(Cl)cc3)n[nH]c2=S)cc1,-4.3,102.8
Cc1nn(C)c(Cl)c1CN1CCC(n2nccc2NC(=O)C2CCCC2)CC1,6.4,94.4
O=C(COc1ccc2c(c1)OCO2)NCc1cccs1,-1.1,88.8
CCOc1ccc(S(=O)(=O)NCCC(=O)NC2CCC(C)CC2)cc1 (stereo not given),12.2,107.0
COc1ccc(C(=O)N(Cc2ccccc2)c2cccc(C)c2)cc1,6.6,84.2
CCN(C[C@H]1N[C@@](Cc2ccccc2)(C(=O)OC)[C@H]2C(=O)N(Cc3ccccc3)C(=O)[C@@H]12)C(=O)c1ccccc1,-0.1,110.2
COc1ccccc1CNC(=O)c1ccc(Cl)c(S(=O)(=O)N2CCCC2)c1,-7.7,90.1
CC(Sc1nnc2ccccn12)C(=O)Nc1ccc(N2CCOCC2)cc1 (stereo not given),-0.2,81.9
O=C(O)c1ccc(/C=C2\SC(=S)N(NC(=O)c3ccccc3[N+](=O)[O-])C2=O)cc1,7.6,99.1
CCOc1cc(N2CCOCC2)c(OCC)cc1NC(=O)COC(=O)c1ccc(Cl)nc1,-4.0,67.4
Cc1[nH]c(=O)[nH]c(=O)c1S(=O)(=O)Nc1ccc(F)c(Cl)c1,4.7,101.5
CCOc1ccccc1CN1CCN(Cc2c[nH]c3ccccc23)CC1CCO (stereo not given),-1.5,93.9
COC(=O)c1ccc(C(=O)OC)c(NC(=O)CSc2n[nH]c(N)n2)c1,0.1,103.2
COc1ccc(Nc2nc(-c3cccc(OC)c3O)nc3ccccc23)cc1,-1.7,100.3
O=C(N[C@H](Cc1cc(=O)[nH]c2ccccc12)C(=O)O)c1ccc(Cl)cc1,2.4,102.3
CNCCNC[C@H](Cc1cccc2ccccc12)NCCc1ccccc1,35.1,104.9
O=C(COC(=O)c1ccc2ccccc2n1)Nc1ccccc1F,5.6,80.3
CN(C)CCOc1ccc(-c2c(-c3ccccc3)sc3ccccc23)cc1,30.2,103.8
CC(CCC(C)C(C)(C)C)[C@@H]1CC[C@H]2C3C[C@H](OS(O)(=S)=S)[C@H]4C[C@H](OS(O)(=S)=S)[C@@H](OS(O)(=S)=S)C[C@]4(C)[C@H]3CC[C@]12C (stereo not given in full) (tested in a mixture with another compound),11.6&14.3,113.7&106.9
CNC[C@H]1Oc2c(NS(=O)(=O)c3cccs3)cccc2C(=O)N([C@H](C)CO)C[C@@H]1C,31.3,102.3
Cc1oc(/N=C/c2ccccc2)c(C#N)c1C,-6.5,103.7

# Part of the list above in order of length of the SMILES, ascending.
SMILES,JMJD2C inh,Yeast superoxide
Cc1oc(/N=C/c2ccccc2)c(C#N)c1C,-6.5,103.7
O=C(COC(=O)c1ccc2ccccc2n1)Nc1ccccc1F,5.6,80.3
CCOc1ccccc1CN1CCN(Cc2c[nH]c3ccccc23)CC1CCO (stereo not given),-1.5,93.9
CN(C)CCOc1ccc(-c2c(-c3ccccc3)sc3ccccc23)cc1,30.2,103.8
Cc1[nH]c(=O)[nH]c(=O)c1S(=O)(=O)Nc1ccc(F)c(Cl)c1,4.7,101.5
CCOc1cc(N2CCOCC2)c(OCC)cc1NC(=O)COC(=O)c1ccc(Cl)nc1,-4.0,67.4

# Remaining list, next part.
SMILES,JMJD2C inh,Yeast superoxide
COc1ccc(NS(=O)(=O)c2cccc(C(=O)NN=Cc3ccc(O)c(OC)c3)c2)cc1,-0.6,102.7
CN(Cc1ccccc1)C(=O)c1ccc(NC(=O)C2CCCN(C(=O)OC(C)(C)C)C2)cc1 (stereo not given),5.1,86.8
CC1CCCC(NC(=O)COC(=O)COc2ccc(Br)cc2)C1C (stereo not given),-7.6,117.5
C[C@@H]1CN([C@@H](C)CO)C(=O)Cc2cc(NC(=O)Nc3ccc(C(F)(F)F)cc3)ccc2O[C@@H]1CN(C)S(=O)(=O)c1ccc(Cl)cc1,-34.8,87.5
CCOC(=O)CC[C@H](NC(=O)Cn1cnc2c(OCc3ccccc3)ncnc21)C(=O)OCC,-1.3,90.8
CC(C)Oc1ccc(C2CC(=O)NC2=O)cc1 (stereo not given),-11.5,97.7
Cc1cccc(N2CCN(C(=O)NC3CCCCC3)CC2C)c1 (stereo not given),-3.1,92.2
CC1CCCCN1C(=O)c1c(Cl)cnn1C (stereo not given),1.6,89.5
CCOC(=O)[C@@H]1[C@H]2COc3cc(OC)ccc3[C@H]2N2C(=O)N(c3cccc(C)c3)C(=O)[C@]12C,-8.1,99.4
Cc1nc(C(=O)N2CCCC(Nc3ccc(C)c(C)c3)C2)cs1 (stereo not given),2.8,109.9
O=C(CCc1ccccc1F)N1CCN(c2ccccc2)CC1,10.4,94.8
COc1ccc(/C=C2\SC(=Nc3ccccc3)NC2=O)cc1,-10.7,107.4
C[C@H](CO)N1C[C@H](C)[C@@H](CN(C)Cc2ccc3c(c2)OCO3)Oc2ccc(NS(C)(=O)=O)cc2C1=O,-9.1,100.3
CC(=O)Nc1ccc(NC(=O)COC(=O)C2CCC(C(C)(C)C)CC2)cc1 (stereo not given),-3.5,92.6
O=C(Cc1ccc2c(c1)OCO2)NN=Cc1ccc([N+](=O)[O-])o1,0.1,152.4
COc1cccc(OC)c1OCC(=O)Nc1ccc(S(=O)(=O)N2CCCC2)cc1,6.9,86.0
COc1cccc(N2CCN(Cc3ccco3)CC2)c1,6.6,101.1
CC(C)(C)C1CCCCC1NC(=O)c1ccncc1 (stereo not given),10.7,104.5
COc1ccc(C2(C)NC(=O)N(CC(=O)NC3CC3)C2=O)cc1 (stereo not given),5.3,103.3
COc1cc(/C=C/C(=O)OCC(=O)NCCc2ccc(F)cc2)ccc1OC(F)F,4.5,79.2
C/C(=N\NC(=O)c1cccc(Br)c1)c1cccnc1,1.4,108.8
O=S(=O)(Nc1cccc(S(=O)(=O)N2CCCC2)c1)c1ccccc1F,-20.2,100.1
Cc1cccc(NC(=O)CNC(=O)COC(=O)C2CC2C)c1C (stereo not given),5.3,80.0
O=C1CCC/C=C/C[C@@H](CC(=O)N(CCO)Cc2ccccc2)C(=O)NC[C@H](c2ccccc2)O1,5.7,102.2
O=C(O)c1ccc2c(c1)C(=O)N(c1ccc(Nc3ccccc3)cc1)C2=O,0.4,90.9
NNC(=O)c1ccncc1,-6.6,98.1
O=C(CC1C[C@H](C(=O)N2CCCCC2)[C@@]2(CCc3ccccc3)c3[nH]c4ccccc4c3CCN2C1=O)NCCC1=CCCCC1 (stereo not given in full),35.3,105.2
O=C1Nc2ccc(S(=O)(=O)NCCCO)c3cccc1c23,-10.9,93.0
Cc1ccc(Cc2nc3ccccc3[nH]2)cc1,5.2,95.2
COc1ccccc1C(=O)OCC(=O)c1ccc(CNC(C)=O)s1,-9.7,100.0
Brc1cccc(CN2CCN(c3ncccn3)CC2)c1,1.8,98.6
O=S(=O)(c1ccc(=S)[nH]c1)N1CCCC1,-1.5,96.1
O=C(CSc1ncnc2ccccc12)N1CCNC1=O,-8.5,96.5
O=C(N/N=C\c1cccc(F)c1)c1ccc(-c2ccccc2)cc1,4.3,99.2
O=C(CN1C(=O)NC(c2ccccc2)(c2ccccc2)C1=O)NCc1ccc(F)cc1,-4.4,87.9
Cc1cccc(C(=O)Oc2ccc(/C=N/NC(=O)c3ccc(O)cc3)cc2)c1,-9.2,96.7
COc1cc(/C=C/C(=O)OCC(=O)NCCCc2ccccc2)ccc1O,1.9,103.3
CCOCCCNC(=O)CCc1ccc(-n2cnc3cccnc32)cc1,-0.8,98.4
O=C1C2CCCCC2C(=O)N1c1nccs1 (stereo not given),-20.0,97.3
Cc1c(O)nc(SCC(=O)Nc2cccc(C(F)(F)F)c2)n(-c2ccccc2)c1=O,-6.7,105.8
O=S(=O)(c1ccc(Cl)nc1)N1CCCC1,7.8,112.2
Cc1noc(C)c1NC(=O)N(C)C[C@H]1Oc2c(NC(=O)NC(C)C)cccc2C(=O)N([C@H](C)CO)C[C@@H]1C,5.7,78.6
C[C@H](CO)N1C[C@H](C)[C@@H](CN(C)S(=O)(=O)c2ccccc2)Oc2ccc(NC(=O)Nc3ccccc3)cc2C1=O,-12.7,96.2
Fc1ccccc1CNC(=S)NC1CCCCC1,0.3,93.0
Cc1ccccc1C(C)NS(=O)(=O)c1ccc2c(c1)OCCO2 (stereo not given),-4.8,110.5
CCc1sc(C(=O)Nc2nc(-c3ccccn3)cs2)cc1C,-1.0,105.0
COc1ccc(OCc2cc(=O)c3ccc4c(c3o2)C=CC(C)(C)O4)cc1OC,11.7,123.9
Cc1ccc(C(=O)c2coc3ccc(O)cc23)cc1,-0.4,98.7
CC(=O)c1c(C)[nH]c(C(=O)COC(=O)Cc2ccccc2F)c1C,-1.2,89.5
CC[C@]12c3[nH]c4ccccc4c3CCN1C(=O)C(CC(=O)NCc1ccc(OC)c(OC)c1)C[C@@H]2C(=O)N1CCN(C(=O)C2CC2)CC1 (stereo not given in full),-7.8,109.2
COc1ccc(S(=O)(=O)N2CCOCC2)cc1NC(=O)Cc1ccsc1,0.1,76.8
CSCCC(NC(=O)c1ccccc1)C(=O)NNC(=O)c1ccccc1 (stereo not given),2.3,115.0
C[C@H](CO)N1C[C@H](C)[C@@H](CN(C)Cc2ccncc2)Oc2ccc(NC(=O)Cn3cnnn3)cc2C1=O,-17.4,84.8
COc1ccc(-c2sc3ccc(OC)cc3c2-c2ccc(OC)nc2)cc1,28.9,99.4
CC/C(=N\NC(=O)C1CCCC1)c1ccc(Br)cc1,-1.0,105.4
O=c1c2ccccc2oc2cc(OCc3ccc(F)cc3)cc(O)c12,-2.1,99.5
C[C@H](CO)N1C[C@H](C)[C@@H](CN(C)C(=O)Nc2ccc(C(F)(F)F)cc2)Oc2ccc(NC(=O)CCC(F)(F)F)cc2C1=O,-10.3,122.2
Clc1ccccc1/C=N/Nc1cc(N2CCOCC2)ncn1,-4.6,97.2
CSc1ncc(C(=O)Nc2cccc(Cl)c2)c(C)n1,6.2,96.8
CSCC(=O)NC1CCCc2c1cnn2-c1cc(F)cc(F)c1 (stereo not given),-9.8,102.4
# Following part
SMILES,JMJD2C inh,Yeast superoxide
Cc1nc(C)n(C(C)CNC(=O)c2cccc(Br)c2)n1 (stereo not given),1.9,93.0
Cc1cc(C(=O)OCC(=O)NC2CCCC(C)C2C)c(C)o1 (stereo not given),4.8,101.0
CC(C)[C@H](NS(=O)(=O)c1ccccc1)C(=O)OCC(=O)NCc1ccc2c(c1)OCO2,4.5,107.3
O=C(COC(=O)CCC(=O)c1ccc(F)cc1)NCCc1ccccc1,-2.3,111.0

# A portion of the library. The share of hits here may be higher or lower than overall.
